# High-throughput results from PubChem.
# NPY-Y2 antag = NPY-Y2 receptor antagonists, primary screen, cell-based; Neuropeptide Y receptor type 2 (Homo sapiens), P49146; NPY-Y2 expressing cells, antagonist mode; inhibition, % at 2.7 µM; 0.99% of 140,000 active; in the data active = inhibition above about 17%;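 note: 0% = vehicle with agonist challenge and 100% = reference antagonist with challenge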
# Target sequence (P49146 whole entry, looked up): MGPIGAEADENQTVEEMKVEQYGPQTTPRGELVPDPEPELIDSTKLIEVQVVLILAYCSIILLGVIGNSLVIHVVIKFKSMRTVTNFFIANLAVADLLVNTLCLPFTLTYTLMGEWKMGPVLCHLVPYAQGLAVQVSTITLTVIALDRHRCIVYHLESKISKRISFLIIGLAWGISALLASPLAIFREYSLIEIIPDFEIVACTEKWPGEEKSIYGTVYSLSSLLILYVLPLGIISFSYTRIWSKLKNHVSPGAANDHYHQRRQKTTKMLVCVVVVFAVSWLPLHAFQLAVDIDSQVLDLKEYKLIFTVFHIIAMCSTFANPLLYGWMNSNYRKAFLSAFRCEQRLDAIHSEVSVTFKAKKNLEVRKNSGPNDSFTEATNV
# Phagocyt inh = inhibitors of macrophage phagocytosis, primary screen, imaging, J774A.1 cells, IgG beads; J774A.1 macrophage IgG-bead phagocytosis; inhibition, % at 5 µM; 0.07% of 110,000 active; AID 1029, 2008;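 active = inhibition above the mean of the plate negative controls plus 5 SD, cut at about 13% in these data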;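 note: phagocytic index as fraction of beads internalized from green versus red external bead signal; plate controls were DMSO negative control for no effect and cytochalasin-D positive control for full effect; some results beyond the cut were filed as inactive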
# Yeast lifespan up = compounds extending yeast replicative lifespan, primary screen, S. cerevisiae, OD615; inhibition of the nicotinamide effect, % at 10 µM; S. cerevisiae growth with nicotinamide; deaD strain in restrictive glucose medium; 0.68% of 130,000 active; AID 775, 2007;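 active = inhibition above a set limit, placed 3 SD over the median of all compounds, cut at about 26% in these data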;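 note: 0% = nicotinamide-treated wells and 100% = cells grown without nicotinamide; some compounds called inactive have numbers as strong as hits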
#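 Measured by: optical density (absorbance) at 615 nm; System: modified budding yeast, DeaD strain; Medium: restrictive CSMM-D dextrose medium; Timing: 4 h preincubation then 48 h treatment at 30 °C.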
# HCT116 bCat-KO = primary screen for growth suppressors in beta-catenin knockout HCT116 cells (colon tumor, human); HCT116 beta-catenin knockout viability, CellTiter-Glo, 60 h; hits give low values; viability, % at 10 µM; 1.5% of 140,000 active; AID 818, 2007;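 active = viability at or under a set limit, the compound median less 4 SD, cut at about 6% in these data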;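 note: 0% = Hyamine 1622 control at 20 µM and 100% = untreated cell control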
# Measles CPE = compounds protecting cells from measles virus cytopathic effect, primary screen, measles RdRp inhibitor project, single point, MLSMR library, absorbance; Measles virus-infected cells, CPE protection; 1.5% of 140,000 active; protection (pct of control), % at 4 µM; in the data active = protection mostly above about 24%, no sharp cut-off; inactive = mostly below about 26%; note: some compounds called inactive have numbers as strong as hits
# MRP1 act = H69AR viability gain despite doxorubicin, primary screen, MRP-1 activator project, H69AR cells, CellTiter-Glo; AID 799, 2007; viability increase, % at 10 µM; 0.61% of 140,000 active; viability rescue;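 active = viability gain under doxorubicin at or above a set limit, the compound median plus 3 SD, cut at about 4.7% in these data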;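 note: MRP-1 overexpressing cells given doxorubicin 25 µM after compound pretreatment; 18-22 h compound pretreatment then 72 h with doxorubicin before readout; 0% = doxorubicin-only wells and 100% = vehicle-treated cells without doxorubicin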
# E-sel TNF inh = E-selectin induction blockers in HUVEC – imaging, immunofluorescence, high content, primary screen; HUVEC TNFa-induced E-selectin immunofluorescence; inhibition, % at 2 µM; 0.71% of 120,000 active; AID 1246, 2008;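 active = inhibition above the batch mean plus 3 SD, and confirmed as a hit on visual image review, cut at about 43% in these data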;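 note: 0% = TNF-stimulated DMSO wells and 100% = unstimulated control wells; not every result past the cut was called active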
# GALR2 blocker = GALR2 antagonists in receptor-expressing cells, primary screen; 0.39% of 140,000 active; inhibition, % at 4 µM; Galanin receptor type 2 (Homo sapiens), O43603; antagonist mode; in the data active = inhibition above about 27%;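 note: cells stimulated with galanin 1-16 at roughly its EC80; 0% = agonist challenge control and 100% = basal control without agonist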
# Target sequence (O43603 whole entry, looked up): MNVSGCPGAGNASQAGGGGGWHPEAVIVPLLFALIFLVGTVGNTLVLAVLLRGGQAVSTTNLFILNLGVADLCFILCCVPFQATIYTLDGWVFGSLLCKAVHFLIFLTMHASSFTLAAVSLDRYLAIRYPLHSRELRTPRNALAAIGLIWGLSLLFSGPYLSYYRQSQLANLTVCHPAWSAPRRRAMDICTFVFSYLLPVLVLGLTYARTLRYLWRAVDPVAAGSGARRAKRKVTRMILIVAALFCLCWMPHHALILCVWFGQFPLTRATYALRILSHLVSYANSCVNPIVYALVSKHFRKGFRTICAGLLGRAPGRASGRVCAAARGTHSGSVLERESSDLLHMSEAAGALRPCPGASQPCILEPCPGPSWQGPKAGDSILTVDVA
# Yeast growth inh = growth inhibitors of yeast BB579 in restrictive medium, primary screen, yeast lifespan-shortening project, S. cerevisiae; OD615, 48 h; inhibition, % at 10 µM; 0.51% of 140,000 active; AID 804, 2007;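 active = inhibition above a set limit, 3 SD over the mean compound inhibition, cut at about 44% in these data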; note: inactives centre near -24
#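 controls = amphotericin B 10 µg/mL, positive | assay system = DeaD yeast strain BB579 | schedule = 48 h compound exposure at 30 °C after 4 h preincubation | detection = OD615 turbidity measurement | medium = restrictive CSMM-D medium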
# PTEN del growth = growth suppression of PTEN-null HCT116, primary screen, cell-based, CellTiter-Glo; HCT116 PTEN-null viability, 60 h; hits give low values; 1.2% of 140,000 active; AID 827, 2007; viability, % at 10 µM;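 active = viability at or below a set limit, 4 SD under the median of all tested compounds, cut at about 3.7% in these data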;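 note: PTEN knockout HCT116 line with beta catenin targeted HCT116 as companion control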
# An asterisk follows results filed as active; . = no result given.
item	smiles	NPY-Y2 antag	Phagocyt inh	Yeast lifespan up	HCT116 bCat-KO	Measles CPE
1	COc1ccccc1CNC(=O)C1CCCN(S(=O)(=O)c2c(C)[nH]c(=O)[nH]c2=O)C1 (centres undefined)	1	0	-11	96	3
2	COc1ccccc1CN(Cc1nc2ccccc2c(=O)[nH]1)C(=O)Nc1ccc(C)cc1	2	2	6	95	10
3	CS/C(=N\S(=O)(=O)c1cccs1)NC(=O)CSc1nc2ccccc2s1	5	2	24	101	1
4	Cc1c(NC(=O)c2c(F)cccc2F)c(=O)n(-c2ccccc2)n1C	1	0	-3	95	27
5	CCOC(=O)c1c(C)[nH]c(C)c1C(=O)CSc1nc(N)cc(=O)[nH]1	1	0	-8	101	34
6	COc1ccccc1N1CCN(c2ccc(-c3ccccc3)nn2)CC1	6	0	-16	13	1
7	O=C(c1cc2sccc2n1Cc1ccccc1)N1CCCc2ccccc21	1	2	-9	59	16
8	CCCCCCCC(=O)Nc1ccc(C(=O)N/N=C/c2cccc([N+](=O)[O-])c2)cc1	1	0	-4	1.5*	21

item	MRP1 act	E-sel TNF inh	GALR2 blocker	Yeast growth inh	PTEN del growth
1	0.2	22	-1	-11	90
2	2.5	13	6	0	90
3	-1.7	3	3	-38	91
4	0.5	30	-3	-19	91
5	-2.4	4	3	-21	105
6	-1.3	-47	21	-21	10
7	-1.5	16	-7	-47	60
8	-2.5	-43	-4	-73	1.7*

# More records follow.
item	smiles	NPY-Y2 antag	Phagocyt inh	Yeast lifespan up	HCT116 bCat-KO	Measles CPE
9	CC(=O)OCc1c(C(F)(F)F)nn(C)c1Sc1ccccc1	6	.	-7	103	15
10	CCC(CC)C(=O)Nc1c2c(nn1-c1ccc(OC)cc1)CS(=O)(=O)C2	4	-3	-10	88	3
11	Cc1ccc(CSC2=Nc3sccc3C3=NC(=O)CN23)cc1	2	.	-8	58	5
12	CCc1nc(OCC(=O)c2ccccc2)c(C#N)c2c1COC(C)(C)C2	1	-2	-5	96	7
13	CCOc1ccccc1-n1c(SCC(=O)Nc2ccc(CC)cc2)nc2n[nH]c(C)c2c1=N	4	0	-4	5.0*	2
14	CCOC(=O)N1CCC(Nc2c(NCCN3CCN(c4cccc(Cl)c4)CC3)c(=O)c2=O)CC1	-1	-1	-6	91	15
15	C=C(C)COc1ccc(-c2n[nH]c(C)c2-c2ccccc2OC)c(O)c1	4	-2	-26	62	4
16	COc1ccccc1CNC(=O)c1ccc(S(=O)(=O)N2CCCC2)cc1	1	3	-4	101	29

item	MRP1 act	E-sel TNF inh	GALR2 blocker	Yeast growth inh	PTEN del growth
9	-1.2	24	7	-2	99
10	-1.2	-24	-6	-16	89
11	-2.5	9	3	5	62
12	0.1	-27	6	2	96
13	-3.1	-24	-18	-40	3.7*
14	-2.3	.	-8	6	98
15	-4.5	.	0	-45	56
16	-2.3	-17	10	19	91

# Carrying on:
item	smiles	NPY-Y2 antag	Phagocyt inh	Yeast lifespan up	HCT116 bCat-KO	Measles CPE
17	COc1ccc(C(=O)OCC(=O)c2cc(OC)ccc2OC)c(OC)c1	1	0	-5	0.6*	4
18	Cc1ccc2[nH]c(=O)c(CN(C)C(=O)c3ccccn3)cc2c1	1	-2	-11	112	7
19	Cc1cc(NC(c2cccnc2)c2ccc3cccnc3c2O)no1 (centres undefined)	0	0	1	4.3*	3
20	COc1cc(NC(=O)CN2CCCCC2C)c(C)cc1[N+](=O)[O-] (centres undefined)	1	5	-2	96	4
21	O=C(CCCCCN1C(=O)c2ccccc2C1=O)Nc1ccc2c(c1)OCCO2	4	.	-6	99	2
22	Cc1nn(-c2ccccc2)c2sc(C(=O)N3CCCCC3)cc12	3	-1	-10	75	31
23	COc1ccc(S(=O)(=O)Nc2ccc(N3CCOCC3)cc2)cc1Br	3	0	-12	99	5
24	CN1C(=O)C2(OCC(COc3ccc(Cl)cc3)O2)c2ccccc21 (centres undefined)	4	-1	-9	84	2

item	MRP1 act	E-sel TNF inh	GALR2 blocker	Yeast growth inh	PTEN del growth
17	-0.1	-48	-8	-6	0.8*
18	0.7	.	-7	-23	95
19	-1.9	-40	16	-24	5
20	-0.3	-8	0	-5	93
21	-1.3	-60	-10	-69	102
22	-1.8	15	-1	-9	80
23	-1.3	6	-9	-18	105
24	1.4	-15	3	-50	87

# (listing goes on)
item	smiles	NPY-Y2 antag	Phagocyt inh	Yeast lifespan up	HCT116 bCat-KO	Measles CPE
25	O=S(=O)(NCc1ccco1)N1CCCCCC1	0	.	-8	100	4
26	Cc1ccc2nc(-c3ccc(N4C(=O)CC(N5CCCC(C)C5)C4=O)cc3)sc2c1 (centres undefined)	3	3	-4	104	3
27	Cc1cccc(N2CCN(CCNC(=O)c3cc4c(s3)CS(=O)(=O)C4)CC2)c1C	0	0	-16	74	14
28	COc1ccc2[nH]c(=O)c3c(c2c1)OC(C)(C)C=C3	4	0	-24	9	7
29	CC(NS(=O)(=O)c1ccc2c(c1)OCCCO2)C(=O)O (centres undefined)	9	-7	0	97	11
30	Cn1cccc1CC(=O)N/N=C\c1c2ccccc2cc2ccccc12	4	0	-9	95	5
31	O=C(Nc1ccc(S(=O)(=O)N2CCOCC2)cc1)c1ccco1	-1	0	-7	93	11
32	O=C(c1cc(-c2cccnc2)nc2ccccc12)N1CCCc2ccccc21	5	-2	-1	62	9

item	MRP1 act	E-sel TNF inh	GALR2 blocker	Yeast growth inh	PTEN del growth
25	0.3	-12	-1	-4	111
26	1.5	18	-7	-34	98
27	-0.3	-2	-3	-20	74
28	-3.2	.	2	-21	9
29	-0.7	.	-5	-10	95
30	-1.0	-73	9	-84	92
31	0.8	-14	-1	-44	101
32	-4.0	.	-7	-34	57

# Additional records follow.
item	smiles	NPY-Y2 antag	Phagocyt inh	Yeast lifespan up	HCT116 bCat-KO	Measles CPE
33	CC(=O)C1=C(O)C(=O)N(c2nccs2)C1c1ccccc1 (centres undefined)	-2	0	-8	107	16
34	Cc1cccc(OCC(=O)Nc2ccc(S(=O)(=O)N3CCCC3)cc2)c1	3	-1	-2	97	20
35	COc1ccc(C/C(O)=C(\C#N)c2nc3ccccc3s2)cc1	2	-1	47	97	25
36	Cn1cc([N+](=O)[O-])c(C(=O)Nc2ccc3nc(-c4ccccc4)[nH]c3c2)n1	3	-8	-4	62	28
37	Nn1c(SCC(=O)NC2CCCCC2)nnc1-c1ccccc1	3	-1	-8	93	4
38	Cc1ccc(-c2c3c(=O)n(C)c(=O)n(C)c3cn2Cc2cccnc2)cc1	0	-1	18	87	9
39	O=C(Cn1ncc2c1-c1ccccc1OC2)N(Cc1ccco1)C1CCCCC1	4	0	-10	80	18
40	CC1=C(C(=O)NCCN2CCOCC2)C2(CCC(C)CC2)OC1=O (centres undefined)	0	0	-4	94	11

item	MRP1 act	E-sel TNF inh	GALR2 blocker	Yeast growth inh	PTEN del growth
33	0.4	-6	-2	5	97
34	0.4	6	1	-62	87
35	-0.2	-24	6	-74	99
36	-3.2	.	13	-19	63
37	-2.4	.	1	-28	91
38	-1.2	2	-21	-24	94
39	-2.0	.	-4	-3	91
40	0.0	-5	21	-52	108

# (list continues)
item	smiles	NPY-Y2 antag	Phagocyt inh	Yeast lifespan up	HCT116 bCat-KO	Measles CPE
41	Cc1ccc(N(CC(=O)NCCSCc2ccco2)S(=O)(=O)c2ccc(C)cc2)cc1	0	.	0	90	9
42	CCc1nnc(NC(=O)c2ccc(N(C)S(=O)(=O)c3ccccc3)cc2)s1	5	.	-4	90	18
43	Cc1ccc(S(=O)(=O)Nc2cc(C)nn2-c2ccccc2)cc1	2	0	.	100	9
44	CC(C)(C)C1CC=C2C(C#N)=C(N)C(C#N)(C#N)C(c3cccs3)C2C1 (centres undefined)	5	-1	.	.	.
45	CCC(CO)N=CC1=C(O)CC(C)(C)CC1=O (centres undefined)	1	0	4	99	1
46	Cc1cccc(NC(=S)NNC(=O)c2csc(C)c2)c1	2	0	-3	87	11
47	O=C(COC(=O)C1=COCCO1)Nc1ccccc1Oc1ccccc1	2	-1	-4	84	12
48	C/C(=N\OC(=O)NC1CCCCC1)c1sc(-c2ccccc2)nc1C	8	1	-13	15	7

item	MRP1 act	E-sel TNF inh	GALR2 blocker	Yeast growth inh	PTEN del growth
41	-3.1	-18	-2	-24	83
42	-1.4	-30	14	-21	88
43	0.7	-12	8	-28	100
44	.	-13	-9	.	.
45	-0.5	-6	-5	-86	103
46	-2.0	-8	5	-17	81
47	-1.3	-16	-2	-58	92
48	-5.4	-22	-2	-8	23

# Record cards (already shown).
# Cn1cccc1CC(=O)N/N=C\c1c2ccccc2cc2ccccc12 is listed as NPY-Y2 antag = 4; Phagocyt inh = 0; Yeast lifespan up = -9; HCT116 bCat-KO = 95; Measles CPE = 5; MRP1 act = -1.0; E-sel TNF inh = -73; GALR2 blocker = 9; Yeast growth inh = -84; PTEN del growth = 92
# CC(C)(C)C1CC=C2C(C#N)=C(N)C(C#N)(C#N)C(c3cccs3)C2C1 (centres undefined) is listed as NPY-Y2 antag = 5; Phagocyt inh = -1; Yeast lifespan up = .; HCT116 bCat-KO = .; Measles CPE = .; MRP1 act = .; E-sel TNF inh = -13; GALR2 blocker = -9; Yeast growth inh = .; PTEN del growth = .

# (cont.)
item	smiles	NPY-Y2 antag	Phagocyt inh	Yeast lifespan up	HCT116 bCat-KO	Measles CPE
49	O=C(CN(Cc1ccc2c(c1)OCO2)C(=O)CSc1nc2ccccc2o1)NC1CCCCC1	17*	2	-23	89	1
50	O=C(/C(=N/N=C/c1ccc(O)c(O)c1)c1ccccc1)c1ccccc1	-3	-12	-10	12	46
51	CCSc1nc(-c2ccco2)ccc1C#N	7	-2	-9	79	9
52	O=C(N/N=C\c1ccccc1)c1sccc1-n1cccc1	1	.	-9	102	18
53	CC1CC1C(=O)OCC(=O)NC(=O)NCc1ccco1 (centres undefined)	-3	0	-3	92	3
54	CCOC(=O)c1c(-c2ccc(C)cc2C)csc1NC(=O)CSc1nnnn1C	10	0	17	48	37*
55	COc1cc(NC(=O)c2ccc3c(=O)n(Cc4ccco4)c(=S)[nH]c3c2)cc(OC)c1OC	2	3	-15	83	3
56	COC(=O)CNS(=O)(=O)c1ccc(OC)cc1	2	.	-10	98	10

item	MRP1 act	E-sel TNF inh	GALR2 blocker	Yeast growth inh	PTEN del growth
49	-1.6	.	2	5	96
50	-3.3	.	7	-21	13
51	-0.5	-3	-1	-30	67
52	-0.3	-8	8	-45	97
53	-1.5	14	-9	-7	89
54	-0.9	-25	-2	-39	35
55	-4.8	-2	2	-15	84
56	-2.0	-11	5	1	94
